FLuc inhib CS = firefly luciferase enzyme inhibitors, primary screen, artefact control for luciferase-based inhibitor screens, biochemical, luminescence, ATPLite; Luciferin 4-monooxygenase (Photinus pyralis), P08659; 10 min; inhibition, % at 10 µM; hit rate 1.5% among 200,000; AID 1006, 2008;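 active = inhibition above about 50% when tested at 10 µM, limit read from the data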
Target sequence (P08659 whole entry, looked up): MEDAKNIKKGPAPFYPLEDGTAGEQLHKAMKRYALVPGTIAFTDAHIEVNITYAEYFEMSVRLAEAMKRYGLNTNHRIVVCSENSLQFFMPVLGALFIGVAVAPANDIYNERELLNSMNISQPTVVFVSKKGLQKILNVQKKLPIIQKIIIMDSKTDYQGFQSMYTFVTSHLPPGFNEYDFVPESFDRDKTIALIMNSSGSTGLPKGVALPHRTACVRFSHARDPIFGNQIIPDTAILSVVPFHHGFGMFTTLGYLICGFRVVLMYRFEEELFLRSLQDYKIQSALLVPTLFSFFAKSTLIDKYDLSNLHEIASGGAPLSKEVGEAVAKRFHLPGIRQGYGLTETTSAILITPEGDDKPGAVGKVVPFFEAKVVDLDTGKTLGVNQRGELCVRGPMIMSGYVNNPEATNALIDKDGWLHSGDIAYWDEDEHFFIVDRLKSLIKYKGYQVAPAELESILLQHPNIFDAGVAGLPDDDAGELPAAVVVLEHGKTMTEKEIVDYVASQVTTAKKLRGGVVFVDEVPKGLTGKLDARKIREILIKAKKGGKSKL
TNAP inh hi DEA = human TNAP enzyme inhibitors, primary screen, biochemical, luminescent, high phosphate acceptor level, uHTS. Alkaline phosphatase, tissue-nonspecific isozyme (Homo sapiens), P05186. purified TNAP, CDP-star luminescence, 1 M DEA. inhibition, % at 20 µM. hit rate 0.03% among 200,000. AID 1135, 2008;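 active = over 50% inhibition of tissue-nonspecific alkaline phosphatase at 20 µM in the single-dose screen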;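 note: plate controls were DMSO wells for no effect and EDTA-quenched wells as full inhibition for full effect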
PMI act = activators of human PMI, primary screen, biochemical, fluorescence intensity, near-Km mannose 6-phosphate | activation factor at 20 µM | Mannose-6-phosphate isomerase (Homo sapiens), P34949 | purified human PMI, coupled resazurin fluorescence, 20 min; stronger effect = higher value; 1 = vehicle control, 0 substrate-free wells | hit rate 0.005% among 190,000;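 active = activation factor of 2 or more at 20 µM, relative to plate controls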
Target sequence (P34949 whole entry, looked up): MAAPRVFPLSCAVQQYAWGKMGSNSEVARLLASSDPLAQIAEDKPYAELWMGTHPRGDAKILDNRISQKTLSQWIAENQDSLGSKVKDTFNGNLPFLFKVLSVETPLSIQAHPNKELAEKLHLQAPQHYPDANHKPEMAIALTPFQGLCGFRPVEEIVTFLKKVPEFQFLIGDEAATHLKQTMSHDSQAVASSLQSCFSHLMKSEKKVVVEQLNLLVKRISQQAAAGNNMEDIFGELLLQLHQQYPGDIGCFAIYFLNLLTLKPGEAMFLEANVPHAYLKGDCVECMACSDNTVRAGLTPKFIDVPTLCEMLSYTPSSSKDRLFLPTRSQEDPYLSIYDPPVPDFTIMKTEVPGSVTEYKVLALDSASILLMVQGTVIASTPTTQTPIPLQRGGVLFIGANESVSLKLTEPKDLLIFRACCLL
FLuc stim CS = FLuc activators, initial screening, artefact control for FLuc-dependent activation tests, biochemical, ATPlite luminescence. Luciferin 4-monooxygenase (Photinus pyralis), P08659. ATPlite luciferase biochemical, 10 min; 0 = ATP-free wells, 1 = DMSO control. activation factor at 10 µM. 200,000 tested, under 10 active;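 active = luciferase activation factor, scaled between plate controls, of at least 2 with compound at 10 µM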
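Material: Luciferase/luciferin reagent mix | Doses: Test compounds dosed from 2 mM stocks in 100% DMSO | Timing: 10 min incubation after luciferase reagent addition, room temperature | Measured by: Luminescence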
NF-kB neuron act = activators of NF-kB expression in neurons, primary screen, cell-based, HTS | AID 1239, 2008 | human neuronal cells, NF-kB reporter expression; stronger effect = higher value | hit rate 1.6% among 190,000 | fold change at 12.5 µM; in the data active = fold change above about 3.3
PMI act hi M6P = human PMI activators, high substrate, primary screen, biochemical, fluorescence intensity, near-saturating mannose 6-phosphate | Mannose-6-phosphate isomerase (Homo sapiens), P34949 | coupled PMI enzyme assay, resazurin fluorescence, 20 min; stronger effect = higher value; 1 = untreated enzyme, 0 = substrate-free blank | activation factor at 20 µM | hit rate 0.34% among 190,000 | AID 1216, 2008;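 active = activation factor of 2 or more at 20 µM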
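Test system: human phosphomannose isomerase with PGI, G6PDH, diaphorase coupling enzymes; amount: 15 ng/mL PMI; incubation: enzyme reaction with compound 20 min at room temperature; technique: resorufin fluorescence (Ex 544/Em 590 nm) from resazurin via diaphorase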
TNAP inh no acc = human TNAP enzyme inhibitors, primary screen, biochemical, luminescent, no phosphate acceptor, uHTS. hit rate 0.26% among 200,000. inhibition, % at 20 µM. purified TNAP, CDP-star luminescence, 30 min. Alkaline phosphatase, tissue-nonspecific isozyme (Homo sapiens), P05186;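 active = tissue-nonspecific alkaline phosphatase inhibition above about 50% at 20 µM in the single-dose screen, limit read from the data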;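 note: 0% = DMSO negative control and 100% = EDTA positive control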
TNAP act hi DEA = TNAP activators at high phosphate acceptor level, primary screen, biochemical, luminescence, uHTS; 200,000 tested, under 10 active; purified TNAP, CDP-star luminescence, 1 M DEA, 30 min; stronger effect = higher value; 0 = EDTA background, 1 = DMSO-only activity; Alkaline phosphatase, tissue-nonspecific isozyme (Homo sapiens), P05186; activation factor at 20 µM; AID 1136, 2008;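 active = activation factor at least 2 at 20 µM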
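Dosing: 20 µM single point. System: human TNAP. Amount: TNAP 1/800 final. Incubation: 30 min, room temperature. Read-out: TNAP activation factor scaled between EDTA and DMSO control wells. Signal: luminescence from CDP-star hydrolysis. Medium: 1 M DEA, pH 9.8, Mg2+, Zn2+. Control set: EDTA negative control, DMSO positive control.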
APP 5'UTR act = activators of APP 5'UTR luciferase reporter, primary screen, SH-SY5Y cells | SH-SY5Y APP 5'UTR luciferase reporter, luminescence; zero percent = DMSO vehicle wells | activation, % at 2 µM | hit rate 1% among 190,000;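 active = activation above a set limit, based on mean plus 3 SD of controls, cut at about 140% in these data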; note: values of inactives mirror those of a sister screen read the other way
bIAP activator = bovine intestinal alkaline phosphatase activators, primary screen, biochemical, bovine IAP, CDP-star luminescence | purified bovine IAP, 30 min; stronger effect = higher value; fold of DMSO-control signal, blank-subtracted | AID 1016, 2008 | activation factor at 20 µM | hit rate 0.17% among 200,000 | alkaline phosphatase, intestinal [Bos taurus];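 active = activation factor of 2 or more at 20 µM, a signal rise over negative controls twice the positive control's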
Active calls of the source: *; & = joins results of further samples.

Molecule | FLuc inhib CS | TNAP inh hi DEA | PMI act | FLuc stim CS | NF-kB neuron act | PMI act hi M6P | TNAP inh no acc | TNAP act hi DEA | APP 5'UTR act | bIAP activator
CCOC(=O)c1c(C)n(-c2ccc(C)cc2)c2c(CC(C)=O)c(Br)c(OC)c(O)c12 | -8 | -6 | 1 | 1.1 | 1.1 | 1 | -7 | 1.1 | 0 | 0.9
COc1ccc(Cl)cc1NC(=O)COC(=O)/C=C/c1c(C)nn(C2CCS(=O)(=O)C2)c1Cl (stereo not drawn) | -3 | -1 | 0.8 | 1 | 0.51 | 0.9 | -4 | 1 | 7 | 0.9
CC(C)(C)N1NC2(CCCCC2)NC1=S | -6 | -2 | 1.5 | 1.1 | 0.96 | 2.1* | 4 | 1 | -5 | 0.9
COc1ccc(C(=O)C2CCCN(Cc3cccn3-c3nccs3)C2)cc1F (stereo not drawn) | -4 | -3 | 1 | 1 | 0.92 | 1 | -3 | 1 | 2 | 1
CC(Sc1nnc2ccccn12)C(=O)Nc1ccc(Cl)cn1 (stereo not drawn) | -6 | -6 | 1 | 1.1 | 1.1 | 1 | -12 | 1.1 | -8 | 0.8
CN(C)CCN(Cc1cc2cc3c(cc2[nH]c1=O)OCCO3)C(=S)NCC1CCCO1 (stereo not drawn) | -7 | -3 | 0.8 | 1.1 | 1.1 | 0.7 | -4 | 1 | -5 | 1.1
Cc1cccc(Nc2nc(NCCCN3CCOCC3)nc(N)c2[N+](=O)[O-])c1 | -4 | 0 | 1 | 1 | 0.65 | 1 | -5 | 1 | -10 | 1.2
O=C(O)C1CSC2c3ccccc3C(=O)N12 (stereo not drawn) | 3 | 0 | 1 | 1 | 1.1 | 1.1 | -6 | 1 | -1 | 0.9
O=S(=O)(c1ccccc1Cl)N1CCCC1c1nc(-c2cccc(Cl)c2)no1 (stereo not drawn) | -3 | 0 | 0.8 | 1 | 1.1 | 0.8 | -12 | 1 | 21 | 0.6
CC(C)(C)C(=O)NC(=S)Nc1ccc(F)cc1 | 1 | -3 | 0.8 | 1 | 1.3 | 0.9 | -6 | 1 | 1 | 0.9
Cc1ccc2c(c1)/C(=C/c1ccco1)C(=O)N2 | 3 | 2 | 1 | 1 | 1.2 | 1 | -1 | 1 | 28 | 0.7
O=C(CCn1cccc1)Nc1ccc(F)cc1 | -2 | -1 | 1 | 1 | 0.96 | 1 | -10 | 1 | 12 | 0.9
O=C1CN(C(=O)CSc2nnc3ccccn23)c2ccccc2N1 | -1 | 1 | 1 | 1 | 0.83 | 1.1 | -60 | 1 | -9 | 0.9
COc1ccc(-c2nn(-c3ccccc3)cc2C(=O)n2nnc3ccccc32)cc1 | 0 | -6 | 0.9 | 1 | 0.96 | 1 | -12 | 1.1 | -33 | 0.9
CCS(=O)(=O)Nc1ccc(C(=O)OC)cc1 | -6 | -4 | 1 | 1.1 | 1 | 1 | -11 | 1 | 12 | 1
CC(=O)C1=C(O)C(=O)N(CCC(=O)O)C1c1ccccc1[N+](=O)[O-] (stereo not drawn) | -5 | -3 | 1.1 | 1.1 | 1.2 | 1 | -6 | 1 | 6 | 1.2
CCCc1[nH]nc2c1C(CCC)C(C#N)=C(N)O2 (stereo not drawn) | -3 | -5 | 0.9 | 1 | 1.3 | 0.9 | -2 | 1.1 | 9 | 1
CC(=O)N/C(=C\c1ccccc1)C(=O)NC(C)C(=O)O (stereo not drawn) | 0 | -4 | 1 | 1 | 1.1 | 1 | -16 | 1 | 7 | 1.1
Cc1cccc(C)c1NC(=O)C1(N(C(=O)c2ccccn2)c2ccc(O)cc2)CCCCC1 | 0 | 1 | 0.9 | 1 | 0.97 | 1 | -5 | 1 | -19 | 1.1
CCC(C(=O)NC1CCCCC1)N(CC1CCCO1)C(=O)CNS(=O)(=O)c1ccc(OC)cc1 (stereo not drawn) | -9 | -10 | 1 | 1.1 | 1.2 | 1 | -9 | 1.1 | -7 | 1
CCOC(=O)Cc1csc(NC(=O)c2ccc(S(=O)(=O)N3CCCCC3)cc2)n1 | -7 | -8 | 0.9 | 1.1 | 0.84 | 1 | -16 | 1.1 | 21 | 0.9
Cc1csc(SCC(=O)Nc2ccc(S(=O)(=O)N3CCCC3)cc2)n1 | 0 | -7 | 0.9 | 1 | 0.85 | 0.9 | -14 | 1.1 | 6 | 0.9
CC1C/C(=N/N=C2/NC(=O)CS2)CC(C)(C)C1 (stereo not drawn) | -3 | 1 | 0.9 | 1 | 1.3 | 0.9 | -6 | 1 | 8 | 1
CCOc1c(C)cc(-c2ncccc2O)cc1C | 1&7 | -10&-4 | 1&0.9 | 1&0.9 | 1.4&1.1 | 1.1&1 | -8&-11 | 1.1&1 | 14&26 | 0.9&0.9
CN(C)C(CNC(=S)Nc1ccc(F)cc1)c1cccnc1 (stereo not drawn) | -3 | -4 | 0.9 | 1 | 1.2 | 0.9 | -3 | 1 | 6 | 1.1
Cc1cccc(NC(=O)CSc2ncnc3nc[nH]c23)c1 | -2 | 1 | 0.9 | 1 | 1.2 | 0.9 | -5 | 1 | 0 | 1.1
C=CCNC(=O)c1ccccc1NC(=O)c1ccccc1C | -8 | -4 | 1 | 1.1 | 1.5 | 1 | -11 | 1 | 9 | 0.8
CCOC(=O)NC(c1ccccc1)C1CCCCC1=O (stereo not drawn) | -3 | -4 | 0.9 | 1 | 1.2 | 0.9 | -9 | 1 | 14 | 0.8
CCOc1ccc(NC(=O)COc2ccc(C(=O)NCCc3ccccc3)cc2)cc1 | -3 | 3 | 0.9 | 1 | 2.2 | 1 | -9 | 1 | 0 | 0.7
O=C(COc1ncnc2sccc12)N1CCc2ccccc2C1 | -6 | -10 | 1 | 1.1 | 1.2 | 1 | -15 | 1.1 | 0 | 0.9
COc1ccc(NC(=O)c2ccc(OC(=S)N(C)c3ccc(OC)cc3)cc2)cc1 | -4 | -3 | 1 | 1 | 1 | 1 | -10 | 1 | 8 | 1
O=C(C(=S)N1CCOCC1)c1c[nH]c2ccccc12 | 1 | -3 | 0.5 | 1 | 1 | 0.8 | -10 | 1 | 10 | 1.1
Cc1ccc(S(=O)(=O)NC(=O)Nc2c(C)n(C)n(-c3ccccc3)c2=O)cc1 | -6 | -1 | 1 | 1.1 | 1.1 | 1.1 | 10 | 1 | 5 | 0.8
CCNC(=S)N=Nc1c(O)[nH]c2ccc(C(C)C)cc12 | -6 | 3 | 0.9 | 1.1 | 1.1 | 0.8 | -108 | 1 | -5 | 1
COc1ccc2nc(Cl)c(C3CC(c4ccco4)=NN3C(=O)CCC(=O)O)cc2c1 (stereo not drawn) | 0 | -1 | 0.9 | 1 | 1.1 | 0.9 | -14 | 1 | 1 | 0.9
Cc1[nH][nH]c(=O)c1C(c1c(C)[nH][nH]c1=O)c1cn(Cc2ccc(Cl)c(Cl)c2)c2ccccc12 | -6 | 13 | 0.7 | 1.1 | 1.8 | 0.4 | -58 | 0.9 | -81 | 1
CCN(CC)CC(=O)Nc1nc(-c2ccc(Cl)cc2)cs1 | -8 | -3 | 0.9 | 1.1 | 1.1 | 1 | -1 | 1 | -12 | 1.1
CCOc1ccc(NC(=O)C2CCCCN2S(=O)(=O)c2ccccc2)cc1 (stereo not drawn) | -3 | -7 | 1 | 1 | 1 | 1.2 | -27 | 1.1 | -9 | 0.9

Of the compounds above, 7 contain an aryl methoxy group.
Molecule | FLuc inhib CS | TNAP inh hi DEA | PMI act | FLuc stim CS | NF-kB neuron act | PMI act hi M6P | TNAP inh no acc | TNAP act hi DEA | APP 5'UTR act | bIAP activator
CCOC(=O)c1c(C)n(-c2ccc(C)cc2)c2c(CC(C)=O)c(Br)c(OC)c(O)c12 | -8 | -6 | 1 | 1.1 | 1.1 | 1 | -7 | 1.1 | 0 | 0.9
COc1ccc(Cl)cc1NC(=O)COC(=O)/C=C/c1c(C)nn(C2CCS(=O)(=O)C2)c1Cl (stereo not drawn) | -3 | -1 | 0.8 | 1 | 0.51 | 0.9 | -4 | 1 | 7 | 0.9
COc1ccc(C(=O)C2CCCN(Cc3cccn3-c3nccs3)C2)cc1F (stereo not drawn) | -4 | -3 | 1 | 1 | 0.92 | 1 | -3 | 1 | 2 | 1
COc1ccc(-c2nn(-c3ccccc3)cc2C(=O)n2nnc3ccccc32)cc1 | 0 | -6 | 0.9 | 1 | 0.96 | 1 | -12 | 1.1 | -33 | 0.9
CCC(C(=O)NC1CCCCC1)N(CC1CCCO1)C(=O)CNS(=O)(=O)c1ccc(OC)cc1 (stereo not drawn) | -9 | -10 | 1 | 1.1 | 1.2 | 1 | -9 | 1.1 | -7 | 1
COc1ccc(NC(=O)c2ccc(OC(=S)N(C)c3ccc(OC)cc3)cc2)cc1 | -4 | -3 | 1 | 1 | 1 | 1 | -10 | 1 | 8 | 1
COc1ccc2nc(Cl)c(C3CC(c4ccco4)=NN3C(=O)CCC(=O)O)cc2c1 (stereo not drawn) | 0 | -1 | 0.9 | 1 | 1.1 | 0.9 | -14 | 1 | 1 | 0.9

Some of the entries so far, with two lines to a compound:
The line under a structure holds: FLuc inhib CS, TNAP inh hi DEA, PMI act, FLuc stim CS, NF-kB neuron act, PMI act hi M6P, TNAP inh no acc, TNAP act hi DEA, APP 5'UTR act, bIAP activator
- CCOC(=O)NC(c1ccccc1)C1CCCCC1=O (stereo not drawn)
→ -3, -4, 0.9, 1, 1.2, 0.9, -9, 1, 14, 0.8
- CCOc1ccc(NC(=O)C2CCCCN2S(=O)(=O)c2ccccc2)cc1 (stereo not drawn)
→ -3, -7, 1, 1, 1, 1.2, -27, 1.1, -9, 0.9
